# Screening results from PubChem.
# HTRA1 inh: inhibitors of human serine peptidase HTRA1; Q92743; recombinant HTRA1, FP-rhodamine activity-based probe, fluorescence polarization; inhibition, % at 5.96 µM; 0.5% of 340,000 active; AID 504803; in the data active = inhibition above about 36%;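 also: 0% = enzyme with DMSO and 100% = wells lacking enzyme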
# TCR-CD3 inh: inhibitors of human TCR-CD3 interaction; TAMRA-labeled TCR probe fluorescence, biochemical; inhibition, % at 9.4 µM; 0.37% of 360,000 active; in the data active = inhibition above about 19%;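 also: recombinant mutant TCR 2C K166C tagged with TAMRA read by polarization; 0% = receptor in buffer alone and 100% = receptor with positive control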
# Rev-erbA mod: Rev-erb alpha (human) modulation; P20393; Rev-erbα–FITC-DNA binding, fluorescence polarization, 90 min; activity, % at 10 µM; 0.79% of 370,000 active;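 active = activity above about 14%, limit read from the data; passing the limit was not always enough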;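 also: 0% = DMSO wells with 35 nM protein and 100% = DMSO wells with 750 nM protein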
# Target sequence (P20393 whole entry, looked up): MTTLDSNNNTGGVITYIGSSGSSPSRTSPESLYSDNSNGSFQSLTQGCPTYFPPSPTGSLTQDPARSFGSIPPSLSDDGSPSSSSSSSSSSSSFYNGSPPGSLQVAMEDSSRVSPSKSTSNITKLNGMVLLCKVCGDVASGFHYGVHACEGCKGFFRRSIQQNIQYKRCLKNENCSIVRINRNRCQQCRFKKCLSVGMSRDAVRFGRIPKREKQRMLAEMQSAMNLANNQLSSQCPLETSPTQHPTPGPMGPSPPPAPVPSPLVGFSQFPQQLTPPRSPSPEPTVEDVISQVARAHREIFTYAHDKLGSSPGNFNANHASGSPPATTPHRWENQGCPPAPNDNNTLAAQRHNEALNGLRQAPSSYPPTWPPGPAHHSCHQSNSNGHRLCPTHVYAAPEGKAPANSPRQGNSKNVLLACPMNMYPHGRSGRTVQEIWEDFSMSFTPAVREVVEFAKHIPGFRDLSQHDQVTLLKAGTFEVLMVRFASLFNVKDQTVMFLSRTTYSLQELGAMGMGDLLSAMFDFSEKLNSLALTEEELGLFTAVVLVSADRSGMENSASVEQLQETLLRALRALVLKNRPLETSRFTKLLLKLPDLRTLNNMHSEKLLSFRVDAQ
# LEDGF integ inh: blocks HIV-1 LEDGF/p75-dependent DNA integration. inhibition, % at 3.7 µM. AID 743269. TR-FRET IN-LEDGF/p75 DNA integration, Eu/Cy5. 0.64% of 370,000 active;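 active = inhibition above the screen-wide mean plus 3 SD, cut at about 13% in these data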;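 also: signal is the Cy5 over europium emission ratio at 671 and 618 nm; 0% = plate median of compound wells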
# PRMT1 inh: blocks human protein arginine methyltransferase 1; Q99873; recombinant PRMT1, activity-based probe fluorescence polarization; inhibition, % at 2.79 µM; 1.3% of 370,000 active;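 active = inhibition above about 21% made by adding two undisclosed values, limit read from the data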
# TDP2 absorb: TDP2 (human) inhibition, absorbance primary screen; recombinant TDP2, T5PNP hydrolysis, p-nitrophenol absorbance 415 nm; 0.34% of 370,000 active; inhibition, % at 12.8 µM; O95551;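 active = inhibition above the mean of all tested compounds plus 3 SD, set per campaign, cut at about 25% in these data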;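 also: 0% = DMSO with enzyme and 100% = buffer with substrate but no TDP2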
#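 Incubation: 2 h at 37 °C; Test system: recombinant human TDP2; Quantity: enzyme 120 nM; Read-out basis: percent inhibition; Medium: 50 mM Tris-HCl pH 7.5 with Mg2+, KCl, DTT, BSA; Repeats: single replicate; Compound: 12.8 µM single point, 1% DMSO; Signal: epi absorbance; Reagent: 5 mM T5PNP chromogenic substrate; Benchmarks: no-enzyme high, DMSO-plus-enzyme low.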
# PG9 Ab binder: binds the HIV-1 gp120 antibody PG9. TR-FRET gp120-PG9 antibody binding. inhibition, % at 6.7 µM. 0.43% of 360,000 active. AID 624416; in the data active = inhibition above about 8.5%
# rCAG RNA binder: molecules binding r(CAG) RNA repeats. inhibition, % at 3 µM. r(CAG) RNA repeat, TO-PRO-1 dye displacement fluorescence. 1.3% of 370,000 active;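 active = inhibition above the plate cutoff, the mean of all test compounds on that plate plus 3 SD, cut at about 35% in these data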;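 also: 0% = DMSO alone and 100% = 100 µM mitoxantrone as full dye displacement; higher means more dye released from RNA so lower well fluorescence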
# ABHD4 inh: inhibitors of mouse ABHD4 | Q8VD66 | purified mABHD4, FP-Rh probe fluorescence polarization | inhibition, % at 8.92 µM | 0.54% of 370,000 active | AID 720543;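 active = inhibition exceeding the mean over every tested compound plus 3 SD, cut at about 30% in these data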;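 also: 0% = plate median of compound wells and 100% = S159A mutant with DMSO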
#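 assay system = mABHD4 protein | compound dosing = single nominal dose of 8.92 µM, 0.89% DMSO final | read-out basis = percent inhibition of probe binding, normalized to plate controls | schedule = Enzyme–compound pre-incubation 45 min, then probe 60 min, both 25 °C | detection = fluorescence polarization, excitation 525 nm, emission 598 nm, BODIPY TMR filters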
# SIAE primary: blocks human sialic acid acetylesterase; AID 1053197; SIAE FP-Rh probe binding, fluorescence polarization; 0.69% of 370,000 active; inhibition, % at 9.66 µM;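 active = inhibition above a cutoff: mean of compounds within the control limits plus 3 SD of those, cut at about 17% in these data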;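 also: 0% = plate median of compound wells and 100% = probe without SIAE protein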
# Target sequence (Q9HAT2 whole entry, looked up): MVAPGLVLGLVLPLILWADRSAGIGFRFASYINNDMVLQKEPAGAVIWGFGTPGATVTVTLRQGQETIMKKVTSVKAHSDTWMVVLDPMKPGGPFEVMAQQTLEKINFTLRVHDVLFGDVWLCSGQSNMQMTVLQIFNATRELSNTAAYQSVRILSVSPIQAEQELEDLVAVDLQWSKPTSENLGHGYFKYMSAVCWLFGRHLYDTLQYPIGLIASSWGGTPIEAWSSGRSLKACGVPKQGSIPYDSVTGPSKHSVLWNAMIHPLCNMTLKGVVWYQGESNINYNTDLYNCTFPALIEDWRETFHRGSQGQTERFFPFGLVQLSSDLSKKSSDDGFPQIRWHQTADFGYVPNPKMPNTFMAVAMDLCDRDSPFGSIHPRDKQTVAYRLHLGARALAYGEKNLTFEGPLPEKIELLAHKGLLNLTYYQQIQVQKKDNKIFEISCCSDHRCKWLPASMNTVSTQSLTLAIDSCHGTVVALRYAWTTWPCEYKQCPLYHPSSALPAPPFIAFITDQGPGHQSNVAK
# * = called active by the depositor; . = not tested or not shown.
# Values in the order: HTRA1 inh, TCR-CD3 inh, Rev-erbA mod, LEDGF integ inh, PRMT1 inh, TDP2 absorb, PG9 Ab binder, rCAG RNA binder, ABHD4 inh, SIAE primary
CCOC(=O)C(=O)NC(C)CCc1ccccc1 (stereo not given)
 : 4.3, 3.1, -2.7, 1.1, -2.0, 2.7, -1.4, 0.6, -1.6, 0.0
Cc1cccc(NC(=O)CNC(=O)COC(=O)c2ccc(C(C)(C)C)cc2)c1C
 : -7.3, 2.0, 3.8, 4.8, -3.0, -25.8, -0.7, -1.6, -10.9, -5.0
O=C(Nc1cccc(Cl)c1)Nc1cc(S(=O)(=O)N2CCCCC2)ccc1Cl
 : -141.9, 84.8*, 1.7, 1.0, -1.8, 0.0, -2.5, 33.6, -170.2, -230.3
CCc1ccccc1NC(=O)N1CCc2ccccc2C1
 : -1.2, 3.4, -0.2, -2.6, -3.8, 16.4, 0.7, -4.7, -5.0, 6.8
CCOC(=O)C1=C(COc2ccc(C)cc2)NC(=O)NC1c1cc(C)ccc1C (stereo not given)
 : -1.8, 5.5, 5.3, -3.0, -0.9, 8.3, -0.9, 0.6, 6.5, 1.1
CN(CC(=O)Nc1ccc(F)cc1)C(=O)c1ccccc1OCc1ccc(F)cc1
 : -3.0, 2.4, 2.3, -7.0, 0.4, 3.4, -1.8, -5.5, -1.3, -5.0
Cn1c(CO)c(-c2ccccc2)c2cc([N+](=O)[O-])ccc21
 : -29.3, 1.9, 2.2, 0.8, 2.1, -2.4, 1.0, 14.2, -10.2, 5.3
CCOc1ccc(CCNC(=O)c2cccc(S(=O)(=O)N3CCOCC3)c2)cc1OCC
 : -1.4, -4.5, -5.0, -8.3, 4.0, -7.5, 0.1, -5.9, 0.0, -5.2
O=C(c1ccccc1)C(Nc1cccc([N+](=O)[O-])c1)c1ccccc1 (stereo not given)
 : -33.6, -0.4, 3.0, -0.4, -0.8, -3.8, 2.9, 4.5, -6.9, 5.2
Cc1ccccc1NC(=O)Cc1nnc(SCC(=O)N2CCN(c3ccccc3)CC2)n1C
 : -1.0, 0.4, -1.2, -0.1, -0.5, -2.8, -0.8, -0.8, 1.1, 7.4
CC(C)(C)c1ccc(CCC2OCC(C[N+]3(C)CCOCC3)O2)cc1 (stereo not given)
 : ., 12.1, 2.1, -3.6, 2.2, 0.4, -0.6, -2.6, 4.5, -1.7
O=C1C2C(c3ccccc3)C=CC(c3ccccc3)C2C(=O)N1c1ccncc1 (stereo not given)
 : -14.9, 1.3, -0.1, 0.2, -1.1, 1.0, -0.1, -6.5, -2.5, 5.3
O=C(Nc1nc(-c2ccc(Cl)s2)cs1)c1cccs1
 : -38.5, 2.9, 4.3, -1.4, 1.4, -3.9, -0.3, 13.6, -8.5, -15.2
CC1(C)CC(NCCN2CCN(C3=CC(=C(C#N)C#N)CC(C)(C)C3)CC2)=CC(=C(C#N)C#N)C1
 : 3.4, 4.9, 1.1, 1.4, -0.2, 6.6, 0.5, 0.1, 3.1, 3.4
Cc1ccccc1N=C(NOCc1ccccc1)c1nonc1N
 : -28.2, 2.8, 5.3, -2.8, 2.4, -5.9, -2.1, -2.1, -4.1, -5.4
Cc1cnn(-c2cc(N/N=C/c3ccccc3Cl)ncn2)c1
 : -6.6, -1.9, 4.5, -1.6, -1.5, 9.8, 1.0, 1.2, 6.7, -2.3
O=C(CN1CCN(Cc2ccccc2)CC1)Nc1ccccc1
 : 3.6, 2.6, -1.7, -5.7, -1.7, 8.4, 0.4, -5.1, -3.4, -5.7
Cc1cc(C)cc(Oc2ccc(S(=O)(=O)N3CCN(C)CC3)cn2)c1
 : -1.9, 12.1, -3.1, 3.8, -2.3, -0.8, -3.2, -6.1, -2.5, 3.1
O=C(CCC(=O)c1ccc(F)cc1)NCc1ccccc1C(F)(F)F
 : -1.8, 6.2, 0.6, -0.9, -1.8, 4.4, -0.1, -4.1, -5.4, -5.3
C=CCNC(=O)NCC1CCN(Cc2ccc(OC)cc2)CC1
 : ., ., 0.9, 3.8, -1.1, -0.8, ., 1.2, 8.0, 2.4
Cc1ccccc1-c1nc(CN2CCN(C(=O)c3ccco3)CC2)c(C)o1
 : -8.6, -0.8, 2.0, 4.0, 1.7, -4.6, -2.4, -0.1, 1.4, 15.5
Cc1ccc(Sc2c(C)nn(C(=O)c3cccc(S(=O)(=O)N4CCOCC4)c3)c2C)cc1
 : -7.1, -1.8, 1.9, 2.0, 5.4, -8.1, 1.8, -1.7, 8.6, -3.6
Oc1ccccc1/C=N/n1cnn(Cc2ccccc2Cl)c1=S
 : -2.5, 2.1, 2.6, -0.6, 0.4, 4.8, -1.7, 3.8, -1.2, -1.4
COc1cc2c(cc1C1C(C#N)=C(N)OC3=C1C(=O)CC(C)(C)C3)OCO2 (stereo not given)
 : -8.4, 4.4, 1.6, 8.2, -1.3, -3.1, -2.5, -1.8, -0.8, 7.4
O=C(c1ccc(Cl)cc1)c1ccc(Oc2cc(NN3CCCCC3)c([N+](=O)[O-])cc2[N+](=O)[O-])cc1
 : 3.7, 2.2, 1.1, 0.7, -1.3, 10.2, 0.0, 3.1, 2.8, 9.3
Fc1ccccc1OCCCCN1CCCCC1
 : 1.2, 1.1, 7.6, 1.3, 5.5, 6.7, 0.4, -1.2, 10.0, -4.9
COc1ccc(/C=C(\C#N)C(=O)NCc2ccccc2)cc1O
 : 3.8, 3.1, -2.3, 0.3, -6.7, 2.4, -1.5, -3.5, 2.2, 2.3
CCc1ccc(-c2cc(C(=O)N/N=C/c3c[nH]c4ccccc34)[nH]n2)cc1
 : -16.6, -9.0, 6.6, 0.6, 6.3, -9.4, 3.3, 28.0, -0.7, -3.8
CCOC(=O)C1CCCN(C(=O)CCc2nc3sc4c(c3c(=O)[nH]2)CCCC4)C1 (stereo not given)
 : 3.0, -3.0, -3.5, -0.9, -0.1, 1.5, 0.5, 0.1, 4.2, 3.2
CCN(CC)CC1C(=O)N(c2ccc(OC)cc2)C1c1ccccc1 (stereo not given)
 : 3.6, 3.3, -2.5, 1.2, -3.3, 8.4, -0.4, 1.6, -2.1, 1.1
O=C(COc1ccc(S(=O)(=O)NC2CCCCC2)cc1)N1CCN(c2cccc(Cl)c2)CC1
 : -30.3, -2.1, 1.6, -4.8, -2.0, -2.5, 0.2, 2.6, 3.4, -3.9
CC(=O)Nc1cccc(/C(C)=N/NS(=O)(=O)c2ccccc2)c1
 : ., 1.1, 0.0, 2.3, 2.5, -6.3, 3.3, 1.7, 7.5, 6.2
O=C(CCl)Nc1cccc(S(=O)(=O)NC2=NCCCCC2)c1
 : 15.5, 6.1, -1.6, -1.0, 0.4, 3.5, -0.2, 4.1, 2.1, 11.6
COc1cccc(C(C)NC(=O)Nc2ccccc2Cl)c1 (stereo not given)
 : -22.0, -1.4, 0.0, -2.8, 2.9, 5.1, 0.6, 1.9, 0.1, -2.9
CC(=O)n1cc(/C=N/NC(=O)c2ccccc2O)c2ccccc21
 : 7.1, 5.8, -0.5, -3.3, 0.0, -16.1, -0.7, 12.3, -2.0, 3.2
Cc1cc(C)n(CC(=O)N2CCCC(N3CCN(Cc4ccc5c(c4)OCO5)CC3)C2)n1 (stereo not given)
 : 0.6, 7.6, 3.2, -3.2, -0.8, -3.6, -1.2, -9.5, 5.0, 3.8
O=C(Nc1ccc(Br)cc1)c1cccc(S(=O)(=O)Nc2ccccn2)c1
 : -8.3, -4.7, 0.1, 1.3, -1.3, -2.3, -2.0, -0.1, -1.6, -11.0
CCn1c(COc2ccccc2)nnc1SCc1ccc(C#N)cc1
 : 0.9, 5.5, -8.6, 3.0, 3.5, -0.5, -1.3, -10.0, -1.6, 4.3
Fc1cccc(Nc2ncnc3[nH]ncc23)c1
 : -7.2, -0.2, 2.2, 5.2, -6.0, -1.6, -3.0, -2.1, -0.6, 0.1
C=CCCCCCCCCc1nc(SCC(C)=O)n[nH]1
 : -2.9, 5.4, -3.0, -0.4, -2.0, -6.0, -0.6, -7.9, -8.5, -5.0
COc1ccc(-c2nc(C#N)c(N3CCOCC3)o2)cc1OC
 : -3.3, -3.0, 1.7, 4.9, 1.5, 4.1, 4.3, -1.0, 0.0, -1.8
Cc1cc(C)n(CC(=O)NNC(=O)c2ccc(OC(F)(F)F)cc2)n1
 : 1.4, 1.5, -2.2, -1.5, 1.9, -6.3, -0.1, 2.0, 8.4, 3.2
Cc1nc2c(-c3ccc(F)cc3)c(C)nn2c(C)c1CCC(=O)NCCN1CCOCC1
 : 3.9, -7.6, 6.6, -1.2, 7.5, 7.3, 1.2, -1.4, -3.5, 0.3
Nc1nc(SCC(=O)N2CCc3ccccc3C2)[nH]c(=O)c1-c1ccccc1
 : -2.8, 1.1, 7.0, 0.6, 9.2, 16.2, 2.1, 1.5, -3.8, 5.3
C=CCN1C(=O)C2C(C(=O)NCc3ccccc3)C3C=CC2(O3)C1C(=O)NC(C)(C)C (stereo not given)
 : -17.1, 4.5, -4.8, -0.7, -2.1, -5.5, -0.3, -1.3, 2.7, -1.4
C[C@@H]1CCCCO[C@@H](CN(C)S(=O)(=O)c2ccc(F)cc2)[C@@H](C)CN([C@H](C)CO)C(=O)c2cc(N(C)C)ccc2O1
 : -1.2, 7.7, -3.7, 3.0, -7.4, -7.9, -0.7, 3.7, 10.5, 3.5
COc1ccc(Cl)cc1NC(=O)CN(C)C(=O)C1CC1
 : 2.0, -12.0, -1.1, -3.7, 0.0, -1.5, 0.7, 0.6, -4.8, -2.2
COc1cc(CCC(=O)NCc2ccc(F)cc2)cc(OC)c1OC
 : 7.1, -2.9, -4.7, -2.9, 1.3, -1.8, -0.8, -2.7, 5.2, 0.0
Cc1ccc(S(=O)(=O)NCC(=O)N(CC(=O)NCc2ccco2)Cc2ccco2)cc1
 : -2.1, 3.3, -0.6, 0.8, 0.0, -12.2, 0.8, 1.3, 6.7, -2.9
Cc1cccc(C)c1C(O)c1ncc(-c2ccccc2C(F)(F)F)[nH]1 (stereo not given)
 : ., -4.2, 2.8, 0.3, -3.1, -10.9, 3.0, 1.0, -5.4, -0.2
Cc1nn(Cc2ccc(Cl)cc2Cl)c(C)c1NC(=O)Cn1nc([N+](=O)[O-])c(Cl)c1C
 : 4.1, 9.0, -1.9, 2.6, 1.6, 1.6, 0.8, 1.4, 3.4, -1.3
COC(=O)CCc1ccc(OCC(O)CNC(C)C)cc1 (stereo not given)
 : 1.1, -4.6, -6.4, -2.1, -1.1, 4.5, -2.7, -0.4, -4.4, -3.9

# Whole records, looked up by structure. Screens in order: HTRA1 inh	TCR-CD3 inh	Rev-erbA mod	LEDGF integ inh	PRMT1 inh	TDP2 absorb	PG9 Ab binder	rCAG RNA binder	ABHD4 inh	SIAE primary
# Cc1nn(Cc2ccc(Cl)cc2Cl)c(C)c1NC(=O)Cn1nc([N+](=O)[O-])c(Cl)c1C as listed: 4.1	9.0	-1.9	2.6	1.6	1.6	0.8	1.4	3.4	-1.3
# Cc1ccc(S(=O)(=O)NCC(=O)N(CC(=O)NCc2ccco2)Cc2ccco2)cc1 as listed: -2.1	3.3	-0.6	0.8	0.0	-12.2	0.8	1.3	6.7	-2.9
# Nc1nc(SCC(=O)N2CCc3ccccc3C2)[nH]c(=O)c1-c1ccccc1 as listed: -2.8	1.1	7.0	0.6	9.2	16.2	2.1	1.5	-3.8	5.3

# A portion of the library (hit frequency here may not be typical).
